ATXN viability: cell viability loss in ATXN counter-screen | S2 cells (HEK-293 line with an ATXN2-luciferase reporter) viability, CellTiter-Fluor protease fluorescence, 24 h | Potency, µM (doses to about 56.7 µM), most hits filed as cytotoxic | 400,000 compounds, 0.49% hits | AID 651635; note: potency is the fitted concentration of half-maximal effect; nearly all actives have a fitted effect of over 40% in size
KB-3-1 tox: kills parental KB-3-1 adenocarcinoma cells | KB-3-1 viability, CellTiter-Glo ATP luminescence, 72 h | Potency, µM (doses to about 46.1 µM), for the others: top-dose activity change, negative = cytotoxic, most hits filed as cytotoxic | 400,000 compounds, 1.4% hits | AID 1347075; note: potency is the fitted concentration of half-maximal effect; % is set by controls: 0 for no effect and ±100 for the full control effect; nearly all actives have a fitted effect of over 60% in size
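Cells are dispensed, compounds pinned in, plates held at 37 °C for 72 h, then CellTiter-Glo is added and luminescence read after 10 minutes. Cell line: parental KB-3-1 in phenol-red-free DMEM, 10% FBS.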
HT1080-NT tox: kills 2HG-producing HT-1080-NT fibrosarcoma cells; HT-1080-NT fibrosarcoma viability, CellTiter-Glo ATP luminescence, 48 h; Potency, µM (top dose mostly 46.1 µM), for inactives: top-dose activity, negative = less viability, hits mostly cytotoxic; 360,000 compounds, 1.6% hits; AID 686970;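 note: NT is the 2HG producing partner of a matched IDH1 knockdown line; potency is the fitted concentration of half-maximal effect; 0% = DMSO-treated cells and -100% = media-only wells without cells; nearly all actives have a fitted effect of over 55% in size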
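Viability by CellTiter-Glo luminescence after 48 h compound exposure at 37C of HT-1080-NT cells (750/well, RPMI, 5% FBS). % activity scaled between DMSO wells and medium-only wells, then curve-fitted and categorized by curve class.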
ATXN2 expr inh: inhibitors of ATXN2 expression; HEK-293 ATXN2-luciferase reporter, luminescence, 24 h; Potency, µM (top dose mostly 57 µM), without a hit: at the highest dose activity change, negative = inhibition, usual class: inhibitors; 360,000 compounds, 0.72% hits; note: potency is the fitted concentration of half-maximal effect; % is set by controls: 0 for no effect and ±100 for the full control effect; nearly all actives have a fitted effect of over 55% in size
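ATXN2-luciferase reporter cells (luciferase flanked by upstream and downstream ATXN2 gene portions) were treated 24 h at 37 °C with compounds at up to 57 uM. SteadyGlo luminescence gave expression; GF-AFC fluorescence gave viability.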
HepG2 viability: kills HepG2 cells in TGF-b inhibitor counter-screen | HepG2 CAGA-GFP viability, ATP luminescence, 18 h | Potency, µM (series often up to 46.1 µM), inactives show at the highest dose activity change, negative = cytotoxicity, usual class: cytotoxic | 410,000 compounds, 0.76% hits; note: potency is the fitted concentration of half-maximal effect; some results filed as inactive show a strong effect at the top dose
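CellTiter-Glo luminescence gave cytotoxicity after 18 hours at 37 degrees C. The cells were HepG2 CAGA-GFP in 1% FBS DMEM, stimulated with 500 pg/mL TGF-beta after compound addition. %Activity was normalised to no-cell wells (complete cell-killing) and DMSO (no toxicity), and curves were fitted and classified.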
SW480 rereplic: DNA re-replication induction in SW480 cells. SW480 DNA re-replication, Hoechst DNA content imaging, 48 h. Potency, µM (titrated, usually from 46.1 µM), inactives show at the top dose re-replication activation, usual class: activators. 340,000 compounds, 1.8% hits. AID 624297; note: potency is the fitted concentration of half-maximal effect; % of control where 0% means no effect; nearly all actives have a fitted effect of over 55% in size
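Readout is total intensity of Hoechst-stained nuclei, excited at 405 nm and collected at 500-530 nm. Compound treatment lasted 48 hr at 37 C in 5% CO2 before staining.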
IL1B secr inh: inhibitors of inflammasome signaling (IL-1 beta secretion); THP-1 LPS/ATP IL-1B secretion, AlphaLISA, 16 h; hits give low values; activity change, % at 57.5 µM; 360,000 compounds, 4.7% hits; in the data active = activity change below about -50%; inconclusive = mostly about -30% to -49%; note: % is set by controls: 0 for no effect and ±100 for the full control effect
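THP-1 cells pretreated 1 hr with compounds (up to 57.5 uM final), then stimulated with LPS (250 ng/mL final) plus ATP (1.25 mM final); secreted IL-1B measured by AlphaLISA after 16 hr, decreased signal indicating inhibition.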
HT1080 IDH1KD tx: toxicity to HT-1080 IDH1 knockdown cells (counter line). HT-1080 IDH1 knockdown viability, ATP luminescence, 48 h. Potency, µM (top dose mostly 46.1 µM), for the others: at the top dose activity, negative = toxicity, most hits filed as cytotoxic. 360,000 compounds, 2% hits;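 note: potency is the fitted concentration of half-maximal effect; 0% = DMSO wells and -100% = cell-free medium wells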
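CellTiter-Glo luminescence after 48 h compound exposure at 37 degrees C of IDH1-knockdown HT-1080 cells in 5% FBS RPMI. %Activity scaled between DMSO wells and cell-free media wells, with curves fitted and assigned curve classes.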
MCF10A rerep: induces DNA re-replication in MCF 10a normal breast cells; Potency, µM (highest dose often 46.1 µM), without a hit: at the highest dose activity, positive = re-replication, usual class: activators; 350,000 compounds, 2.9% hits; AID 624296; MCF 10A DNA re-replication, Hoechst nuclear intensity, 48 h; note: potency is the fitted concentration of half-maximal effect; % of control where 0% means no effect; nearly all actives have a fitted effect of over 50% in size
The depositor's hits bear a star; [ ] = dose if it differs, or a comment. Unless noted, calls come from the whole dose curve; as a rule, active = well fitted curve in the direction sought with a large enough effect; inconclusive = small, poorly fitted or top-dose-only effect, or another doubt; inactive = no such curve, though single readings can be large; an effect the other way counts as inactive or inconclusive. Outcome played no part in choosing rows; any-hit rate near 8.9%.

Results for Cc1ccc(NC(=O)CN2C(=O)CCn3nc(-c4cccn4C)cc32)c(Cl)c1 ?
ATXN viability: inactive; KB-3-1 tox: 2%; ATXN2 expr inh: 11%; HepG2 viability: -11%

What do the screens show for `C=CCSc1nnc(CNS(=O)(=O)c2ccc(C)cc2)n1C`?
ATXN viability: inactive; KB-3-1 tox: 7%; HT1080-NT tox: 11%; ATXN2 expr inh: -10%; HepG2 viability: 17%; SW480 rereplic: 1%; IL1B secr inh: 21; HT1080 IDH1KD tx: 12%; MCF10A rerep: 6%

How did O=S(=O)(NCCOc1ccccc1F)c1cccc(Br)c1 do in these assays?
ATXN viability: inactive; KB-3-1 tox: -9%; HT1080-NT tox: -1%; ATXN2 expr inh: -25%; HepG2 viability: -33%; SW480 rereplic: -14%; IL1B secr inh: 22; HT1080 IDH1KD tx: 0%; MCF10A rerep: 4%

Results for CS(=O)(=O)c1nc2ccccc2n1Cc1ccccc1 ?
ATXN viability: inactive; KB-3-1 tox: -17%; HT1080-NT tox: -2%; ATXN2 expr inh: -2%; HepG2 viability: 5%; SW480 rereplic: 1%; IL1B secr inh: 12; HT1080 IDH1KD tx: 5%; MCF10A rerep: 8%

How did C=CCNS(=O)(=O)c1cccc(C(C)=O)c1 do in these assays?
ATXN viability: inactive; KB-3-1 tox: 1%; HT1080-NT tox: -1%; ATXN2 expr inh: 6%; HepG2 viability: 5%; SW480 rereplic: -7%; IL1B secr inh: 5; HT1080 IDH1KD tx: -4%; MCF10A rerep: -3%

Results for c1ccc(CNc2c(C3CCNCC3)nc3scc(-c4ccccc4)n23)cc1 ?
ATXN viability: inactive; KB-3-1 tox: -1%; HT1080-NT tox: -5%; ATXN2 expr inh: 17%; HepG2 viability: -17%; IL1B secr inh: -22; HT1080 IDH1KD tx: -16%

What do the screens show for `COc1ccc(-n2c(=S)[nH]c3cc(C(=O)NCCCN4CCOCC4)ccc3c2=O)cc1`?
ATXN viability: inactive; KB-3-1 tox: -4%; HT1080-NT tox: -12%; ATXN2 expr inh: -9%; HepG2 viability: -8%; SW480 rereplic: -26%; IL1B secr inh: 43; HT1080 IDH1KD tx: -1%; MCF10A rerep: 15%

How did CCCCn1nnc(NC(=O)Cc2ccc(Cl)cc2)n1 do in these assays?
ATXN viability: inactive; KB-3-1 tox: 0%; HT1080-NT tox: 1%; ATXN2 expr inh: -4%; HepG2 viability: -2%; SW480 rereplic: 3%; IL1B secr inh: -2; HT1080 IDH1KD tx: -2%; MCF10A rerep: 13%

What do the screens show for `CS(=O)(=O)N1CCC(C(=O)N2CCC(Cc3ccccc3)CC2)CC1`?
ATXN viability: inactive; KB-3-1 tox: 6%; HT1080-NT tox: -11%; ATXN2 expr inh: -1%; HepG2 viability: 2%; SW480 rereplic: -9%; IL1B secr inh: -12; HT1080 IDH1KD tx: 24%; MCF10A rerep: 3%

What do the screens show for `CN(C)c1ccc(P(=O)(OCc2ccccc2)C(O)c2ccc(Br)cc2)cc1` (stereo not given)?
ATXN viability: inactive; KB-3-1 tox: 1%; HT1080-NT tox: -11%; ATXN2 expr inh: 2%; HepG2 viability: -20%; SW480 rereplic: -16%; IL1B secr inh: -11; HT1080 IDH1KD tx: 2%; MCF10A rerep: 9%

How did CC1=C(C(=O)Nc2ccccc2C)C(c2ccc(C)o2)N2C(=O)CSC2=N1 (stereo not given) do in these assays?
ATXN viability: inactive; KB-3-1 tox: 8%; HT1080-NT tox: -10%; ATXN2 expr inh: -17%; HepG2 viability: 0%; SW480 rereplic: -2%; IL1B secr inh: 5; HT1080 IDH1KD tx: -16%; MCF10A rerep: -3%

Results for CCOC(=O)CCN(C(=S)Nc1ccccc1)C1CCCCC1 ?
ATXN viability: inactive; KB-3-1 tox: inconclusive; HT1080-NT tox: 7%; ATXN2 expr inh: 1%; HepG2 viability: 8%; SW480 rereplic: -6%; IL1B secr inh: 0; HT1080 IDH1KD tx: 2%; MCF10A rerep: -37%

What do the screens show for `Cc1cc(C)c2nc(NCc3ccccc3O)sc2c1`?
ATXN viability: inactive; KB-3-1 tox: 9%; HT1080-NT tox: -1%; ATXN2 expr inh: 5%; HepG2 viability: -36%; SW480 rereplic: 1%; IL1B secr inh: 0; HT1080 IDH1KD tx: -18%; MCF10A rerep: inconclusive

Results for Cc1ccc(S(=O)(=O)N2CCN(C(=O)c3cccs3)CC2)c(C)c1 ?
ATXN viability: inactive; KB-3-1 tox: 2%; HT1080-NT tox: -1%; ATXN2 expr inh: -8%; HepG2 viability: 4%; SW480 rereplic: 4.1µM*; IL1B secr inh: -10; HT1080 IDH1KD tx: -2%; MCF10A rerep: 3%

How did COc1ccc(NC(=O)CC2C(=O)N(C)C(=S)N2CCc2ccc(F)cc2)cc1 (stereo not given) do in these assays?
ATXN viability: inactive; KB-3-1 tox: inconclusive; HT1080-NT tox: inconclusive; ATXN2 expr inh: -37%; HepG2 viability: -12%; SW480 rereplic: -2%; IL1B secr inh: -64*; HT1080 IDH1KD tx: inconclusive; MCF10A rerep: 8%

What do the screens show for `COc1ccc(NC(=O)NNC(=O)C(O)(c2ccccc2)c2ccccc2)cc1`?
ATXN viability: inactive; KB-3-1 tox: 4%; HT1080-NT tox: 1%; ATXN2 expr inh: -6%; HepG2 viability: 0%; SW480 rereplic: inconclusive; IL1B secr inh: 11; HT1080 IDH1KD tx: 0%; MCF10A rerep: 2%

How did O=[N+]([O-])c1ccc(F)cc1F do in these assays?
ATXN viability: inactive; KB-3-1 tox: 0%; HT1080-NT tox: 10%; ATXN2 expr inh: 5%; HepG2 viability: -3%; SW480 rereplic: -74%[inhibitor]; IL1B secr inh: -25; HT1080 IDH1KD tx: 9%; MCF10A rerep: inconclusive

What do the screens show for `O=C(COc1nc2ccccc2nc1N1CCOCC1)NC1CCCCC1`?
ATXN viability: inactive; KB-3-1 tox: -13%; HT1080-NT tox: -2%; ATXN2 expr inh: 3%; HepG2 viability: 3%; SW480 rereplic: -3%; IL1B secr inh: -10; HT1080 IDH1KD tx: 3%; MCF10A rerep: -3%

Results for Cc1ccc(C)c(S(=O)(=O)N2CCN(CC(=O)N3CCc4ccccc4C3)CC2)c1 ?
ATXN viability: inactive; KB-3-1 tox: -16%; HT1080-NT tox: -1%; ATXN2 expr inh: -7%; HepG2 viability: -4%; SW480 rereplic: -1%; IL1B secr inh: 26; HT1080 IDH1KD tx: -9%; MCF10A rerep: 0%

Results for COc1ccc2c(Sc3ccccc3)c(C(=O)NCc3cc(Br)ccc3OC)[nH]c2c1 ?
ATXN viability: inactive; KB-3-1 tox: 1%; ATXN2 expr inh: 13%; HepG2 viability: -8%

Results for Cc1cc(-c2ccccc2)c2ccc(NC(=O)C(C)(C)C)nc2n1 ?
ATXN viability: inconclusive; KB-3-1 tox: 4%; HT1080-NT tox: -6%; HepG2 viability: -4%; SW480 rereplic: 9%; IL1B secr inh: -13; HT1080 IDH1KD tx: 1%; MCF10A rerep: 0%

What do the screens show for `CC1CCN(C(=O)COC(=O)c2ccc(Cl)nc2)CC1`?
ATXN viability: inactive; KB-3-1 tox: 1%; HT1080-NT tox: 0%; ATXN2 expr inh: 9%; HepG2 viability: 4%; SW480 rereplic: 3%; IL1B secr inh: 8; HT1080 IDH1KD tx: -6%; MCF10A rerep: 14%

Results for CCOc1cc(/C=N/Nc2nc(-c3cccc(S(=O)(=O)N4CCCC4)c3)cs2)ccc1O ?
KB-3-1 tox: -20%; HT1080-NT tox: -2%; ATXN2 expr inh: inconclusive; HepG2 viability: -2%; SW480 rereplic: 3%; IL1B secr inh: -83*; HT1080 IDH1KD tx: -3%; MCF10A rerep: inconclusive

How did CCOC(=O)Cc1csc(NC(=O)Nc2ccc(Cl)cc2)n1 do in these assays?
ATXN viability: inactive; KB-3-1 tox: -18%; HT1080-NT tox: inconclusive; ATXN2 expr inh: -18%; HepG2 viability: -26%; SW480 rereplic: -4%; IL1B secr inh: -12; HT1080 IDH1KD tx: inconclusive; MCF10A rerep: 14%

Results for COC(=O)c1ccccc1NC(=O)Cn1cnc2c(cnn2-c2ccccc2)c1=O ?
ATXN viability: inactive; KB-3-1 tox: -2%; HT1080-NT tox: 18%; ATXN2 expr inh: 40%[activator]; HepG2 viability: 4%; SW480 rereplic: -5%; IL1B secr inh: 17; HT1080 IDH1KD tx: 4%; MCF10A rerep: -7%

What do the screens show for `COc1cccc(-c2nnc(SCC(=O)Nc3cc(C)ccc3OC)n2N)c1`?
ATXN viability: inactive; KB-3-1 tox: 23%; HT1080-NT tox: -5%; ATXN2 expr inh: 0%; HepG2 viability: -4%; SW480 rereplic: -4%; IL1B secr inh: 2; HT1080 IDH1KD tx: -13%; MCF10A rerep: -183%[0.0737 µM]

How did O=C(COc1ccc(/C=C2/NC(=O)NC2=O)cc1)Nc1ccc(F)cc1 do in these assays?
ATXN viability: inactive; KB-3-1 tox: -12%; HT1080-NT tox: 16%; ATXN2 expr inh: -20%; HepG2 viability: -15%; SW480 rereplic: -9%; IL1B secr inh: -10; HT1080 IDH1KD tx: 9%; MCF10A rerep: inconclusive

What do the screens show for `O=c1[nH]c(SCc2cccc(Cl)c2)nc2c1CCCC2`?
ATXN viability: inactive; KB-3-1 tox: inconclusive; HT1080-NT tox: -6%; ATXN2 expr inh: -1%; HepG2 viability: -1%; SW480 rereplic: -4%; IL1B secr inh: 94; HT1080 IDH1KD tx: 10%; MCF10A rerep: inconclusive
